POLK inh – blocks human DNA polymerase kappa activity; purified Pol kappa, fluorescent DNA synthesis assay, 10 min; Potency, µM (top dose mostly 107 µM), for the others: at the highest dose activity, negative = inhibition, hits mostly inhibitors; 0.53% of 400,000 active; AID 588579; further: potency means the concentration at half of the fitted maximal effect; on the % scale 0 is the no-effect control and ±100 the full control effect
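Here, compound and 10 nM enzyme are combined for 15 min at room temperature; adding 50 nM substrate (final) starts DNA synthesis, tracked by fluorescence at 0 and 10 min against buffer-only wells.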
ALOX12 inh – inhibitors of human 12S-lipoxygenase ALOX12; purified 12hLO, xylenol orange hydroperoxide absorbance; P18054; 1.1% of 580,000 active; AID 1671190; Potency, µM (highest dose often 108 µM), for inactives: top-dose activity change, negative = inhibition, usual class: inhibitors; further: potency means the concentration at half of the fitted maximal effect; on the % scale 0 is the no-effect control and ±100 the full control effect
Target sequence (P18054 whole entry, looked up): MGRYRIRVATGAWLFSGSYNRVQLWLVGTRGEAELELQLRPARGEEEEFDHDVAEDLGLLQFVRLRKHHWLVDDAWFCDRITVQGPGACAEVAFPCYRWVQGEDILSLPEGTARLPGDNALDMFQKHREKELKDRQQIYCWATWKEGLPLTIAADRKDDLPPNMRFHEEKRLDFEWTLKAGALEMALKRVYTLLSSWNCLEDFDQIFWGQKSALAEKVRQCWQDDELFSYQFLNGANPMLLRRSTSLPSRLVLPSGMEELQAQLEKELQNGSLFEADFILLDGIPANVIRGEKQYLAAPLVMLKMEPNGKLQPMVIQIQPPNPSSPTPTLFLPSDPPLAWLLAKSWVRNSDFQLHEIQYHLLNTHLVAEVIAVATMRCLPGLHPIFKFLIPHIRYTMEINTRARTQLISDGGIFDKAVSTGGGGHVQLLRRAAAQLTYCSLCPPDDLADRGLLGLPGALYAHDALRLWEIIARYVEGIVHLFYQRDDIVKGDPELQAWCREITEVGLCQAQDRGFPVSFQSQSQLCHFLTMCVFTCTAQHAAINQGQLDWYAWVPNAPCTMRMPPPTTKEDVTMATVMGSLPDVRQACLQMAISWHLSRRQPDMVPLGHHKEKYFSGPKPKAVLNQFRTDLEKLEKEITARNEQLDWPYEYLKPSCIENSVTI
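Purified human 12hLO at 150 nM in 25 mM Hepes, 0.01% Triton X-100, pH 7.0, preincubated 15 min at room temperature with compound. Reaction started with 40 uM arachidonic acid, 30 min at room temperature. Hydroperoxide measured by Fe-xylenol orange, 573/405 nm absorbance ratio.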
APE1 inh – blocks human APE1 abasic DNA cleavage | P27695 | recombinant APE1, TAMRA/BHQ-2 abasic DNA cleavage fluorescence | Potency, µM (series often up to 65.8 µM), inactives show top-dose activity change, negative = inhibition, most hits filed as inhibitors | 0.35% of 350,000 active;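 further: potency means the concentration at half of the fitted maximal effect; plate controls were vehicle for no effect and reference inhibitor for full effect; nearly all actives have a fitted effect of over 55% in size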
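Incision of a quenched TAMRA/BHQ-2 THF abasic-site duplex (50 nM) by 0.75 nM APE1, after 15 min compound preincubation, measured as fluorescence increase over three 60 s reads. Values normalized to buffer, DMSO and NSC13755 control wells.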
Anesthetic bind – candidate novel general anesthetic via apoferritin binding; P02791; 0.074% of 350,000 active; Potency, µM (top dose mostly 77.5 µM), for inactives: at the highest dose activity change, negative = displacement, hits mostly inhibitors; apoferritin/1-aminoanthracene competitive binding, fluorescence; further: potency means the concentration at half of the fitted maximal effect; on the % scale 0 is the no-effect control and ±100 the full control effect; nearly all actives have a fitted effect of over 20% in size
Target sequence (P02791 2-175 limits assumed): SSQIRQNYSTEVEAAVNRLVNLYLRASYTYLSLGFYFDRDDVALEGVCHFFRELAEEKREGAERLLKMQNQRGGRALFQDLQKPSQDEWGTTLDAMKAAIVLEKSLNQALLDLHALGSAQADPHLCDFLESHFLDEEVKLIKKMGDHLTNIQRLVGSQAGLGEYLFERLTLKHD
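Concentration-response curves derived by four-parameter Hill fitting of normalized fluorescence, where compounds displaced 1-AMA from 10 uM horse apoferritin following a brief 10 min room-temperature incubation; propofol titration acted as positive control.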
POLB inh – blocks human DNA polymerase beta activity; 1.3% of 340,000 active; Potency, µM (top dose mostly 114 µM), for the others: at the top dose activity change, negative = inhibition, actives largely listed as inhibitors; Pol beta primer extension/strand displacement, fluorescence kinetic; P06746; further: potency means the concentration at half of the fitted maximal effect; on the % scale 0 is the no-effect control and ±100 the full control effect
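Homogeneous kinetic assay of primer extension and strand displacement by 10 nM Pol beta, preincubated 15 min at room temperature with compound before 50 nM substrate (final) was added. Read at 0 and 10 min; four-parameter Hill fit.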
ERG Ets-DNA blk – blocks human ERG Ets domain binding to DNA; 0.028% of 370,000 active; Potency, µM (doses to about 76.9 µM), inactives show at the top dose FP activity, negative = inhibition, usual class: inhibitors; fluorescence polarization, His-ERG Ets domain / labelled DNA; P11308; active means well fitted inhibition curve with a large enough effect in the polarisation, with a control signal flat; inconclusive means small, poorly fitted or top-dose-only effect, or effect the other way, or a change in a side signal; inactive means no such curve, though single readings can be large or run the other way; the % refers to the polarisation;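 further: polarization taken with two DNA probes labelled with fluorescein and Texas red; potency means the concentration at half of the fitted maximal effect; % of control where 0% means no effect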
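His-tagged ERG Ets domain (1 uM in the protein solution; 300mM KCl, 50mM Tris-HCl, 1mM EDTA, 1mM DTT, pH 7.5) received compound, then a probe mix of 5 nM fluorescein-DNA and 100nM Texas-615-DNA. Fluorescence polarization was read for both dyes.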
POLH inh – blocks human DNA polymerase eta activity; Q9Y253; recombinant Pol eta, fluorescent DNA replication assay; Potency, µM (titrated, usually from 114 µM), for inactives: at the top dose activity change, negative = inhibition, usual class: inhibitors; 1.2% of 390,000 active; AID 588591; further: potency means the concentration at half of the fitted maximal effect; on the % scale 0 is the no-effect control and ±100 the full control effect
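Pol eta (10 nM) was preincubated with compounds for 15 min at room temperature, after which fluorescent replication substrate (50 nM final) was added to start the reaction. Fluorescence was read kinetically at 0 and 10 min.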
LDHA inh – blocks human lactate dehydrogenase A; purified LDHA, NADH/diaphorase-resazurin fluorescence; active compounds read low; activity change, % (values are at about 110 or 230 µM); 0.15% of 480,000 active; AID 1347041; in the data active means activity change below about -30%; inconclusive means mostly about -25% to -30%;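 further: plate controls were DMSO wells for no effect and wells without enzyme for full effect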
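Enzyme activity of human lactate dehydrogenase 5 (2 nM; 0.06 mM NADH, 0.2 mM pyruvate, 5 min, RT) is measured via a resazurin/diaphorase fluorescence readout of residual NADH.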
RGS4 inhibitor – human RGS4 inhibition | P49798 | Transcreener GDP fluorescence polarization, RGS4-accelerated GTP hydrolysis | Potency, µM (doses to about 114 µM), without a hit: at the top dose activity change, negative = inhibition, usual class: inhibitors | 0.039% of 390,000 active; further: potency means the concentration at half of the fitted maximal effect; on the % scale 0 is the no-effect control and ±100 the full control effect; nearly all actives have a fitted effect of over 75% in size; some results filed as inactive show a strong effect at the top dose
Target sequence (P49798 whole entry, looked up): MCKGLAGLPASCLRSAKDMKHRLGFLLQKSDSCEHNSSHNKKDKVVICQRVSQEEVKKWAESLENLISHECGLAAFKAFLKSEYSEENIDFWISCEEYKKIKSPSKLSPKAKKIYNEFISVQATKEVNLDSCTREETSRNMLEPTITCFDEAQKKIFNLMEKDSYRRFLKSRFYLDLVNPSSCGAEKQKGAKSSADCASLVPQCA
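MLSMR compounds (23 nl, pin-transferred) preincubated 10 min at room temperature with a 500nM (2x) first reagent, then RGS4 at 900nM (2x) plus Transcreener GDP mix added; fluorescence polarization (620/688 nm) read before and after 90 min at 30 °C.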
Starred values were filed as active, the others as inactive; ? = inconclusive; . = not tested or not shown; & = joins results of further samples; [ ] = remark or other dose. Unless noted, the call rests on the fitted dose curve; in most records, active means well fitted curve in the direction sought with a large enough effect; inconclusive means small, poorly fitted or top-dose-only effect, or another doubt; inactive means no such curve, though single readings can be large; an effect the other way counts as inactive or inconclusive. These rows are one share of the data; count on the stated rates, not on these rows.

SMILES	POLK inh	ALOX12 inh	APE1 inh	Anesthetic bind	POLB inh	ERG Ets-DNA blk	POLH inh	LDHA inh	RGS4 inhibitor
Cn1c(SCCCC(=O)c2ccc(Br)cc2)nnc1-c1ccncc1	-16.0%	-7.9%	4.5%	-7.7%	2.2%	-1.0%	-1.1%	-2.7	2.7%
CCn1c(=S)[nH]c2sc3c(c2c1=O)CCCC3	-6.1%	?	-4.3%	-5.0%	41.4%	3.9%	-14.1%	-4.5	-44.0%
COc1ccc(C2=NO[C@@H]3C(=O)N(c4ccc5c(c4)OCCO5)C(=O)[C@H]23)cc1OC	-0.6%	-0.5%	0.0%	5.7%	16.2%	8.0%	9.9%	7.5	4.1%
Cc1cc(C)cc(NS(=O)(=O)c2ccc3c(c2)OCC(C(=O)N2CCCC2)O3)c1 (centres undefined)	0.0%	-15.5%	.	2.9%	-2.6%	0.5%	-15.5%	2.2	-17.5%
CN(C)C(CNC(=O)c1ccc(S(=O)(=O)NCc2ccco2)cc1)c1ccccc1 (centres undefined)	-21.3%	13.8%	18.7%	-7.0%	13.8%	0.9%	-12.4%	-4.2	9.7%
O=[N+]([O-])c1cc(C(F)(F)F)ccc1NCCc1ccccn1	-6.0%	0.0%	.	.	.	20.9%	-5.0%	1.1	19.7%
Cc1cccc(N2CCN(C(=O)COCc3cc(-c4ccc5c(c4)OCO5)on3)CC2)c1C	-6.8%&-7.0%	-13.7%&66.9%&-8.9%	51.4%[activator]	-7.3%&-12.9%	-16.8%&3.5%	4.9%&1.2%	-17.1%&-15.2%	2.9&5.7&-3.1	-18.0%&8.0%
Cc1ccc(-c2nc3ncccn3c2Nc2ccc3c(c2)OCCO3)cc1	-11.1%&-8.4%	-16.0%&1.7%	-0.5%	-12.4%&-11.7%	14.8%&-1.8%	-3.7%&-11.8%	-7.6%&-14.9%	-0.5&0.9	-0.4%
COc1ccc(CCN(C)C(=O)c2cncc(Br)c2)cc1OC	11.8%	-9.5%	71.1%[activator]	6.9%	4.1%	3.3%	-17.8%	-3.3	-7.2%
CCNC(=S)N1CCNC(=O)C1CC(=O)OC (centres undefined)	4.1%	-1.9%	4.8%	0.1%	14.8%	8.5%	-6.6%	6.3	-19.4%
CCOCCCNC(=O)C(c1ccc(OC)cc1)N(Cc1ccc2c(c1)OCO2)C(=O)c1ccccc1O (centres undefined)	-6.1%&-23.9%	-18.1%&0.2%	2.4%	-0.9%&-2.6%	12.8%&20.6%	10.8%&4.4%	-6.8%&-20.5%	-5.5&1.4	11.6%&10.8%
Cc1cccc(NC(=O)c2nc[nH]c2C(=O)N[C@@H](Cc2ccccc2)C(=O)OC(C)(C)C)c1	-17.6%	-21.3%	-3.2%	-22.2%	-5.0%	-16.2%	?	-12.5	-8.2%
COc1cccc(-n2c(SC)nnc2-c2c[nH]c3ccccc23)c1	10.9%	-8.9%	10.9%	-12.6%	21.7%	-13.6%	-2.5%	0.9	2.8%
Cc1occc1C(=O)NNC(=O)Nc1ccc(Cl)c(Cl)c1	-2.5%	2.8%	2.5%	-5.8%	4.5%	1.6%	-11.6%	-5.0	?
COc1cc2c(cc1OC)CN(CC(=O)Nc1cccc([N+](=O)[O-])c1)CC2	-19.3%	?	11.1%	-9.6%	32.1%	-0.1%	-4.1%	0.8	-22.7%

Reprinted from the part before: four entries, followed by the next part.
SMILES	POLK inh	ALOX12 inh	APE1 inh	Anesthetic bind	POLB inh	ERG Ets-DNA blk	POLH inh	LDHA inh	RGS4 inhibitor
Cc1cccc(NC(=O)c2nc[nH]c2C(=O)N[C@@H](Cc2ccccc2)C(=O)OC(C)(C)C)c1	-17.6%	-21.3%	-3.2%	-22.2%	-5.0%	-16.2%	?	-12.5	-8.2%
COc1cccc(-n2c(SC)nnc2-c2c[nH]c3ccccc23)c1	10.9%	-8.9%	10.9%	-12.6%	21.7%	-13.6%	-2.5%	0.9	2.8%
Cc1occc1C(=O)NNC(=O)Nc1ccc(Cl)c(Cl)c1	-2.5%	2.8%	2.5%	-5.8%	4.5%	1.6%	-11.6%	-5.0	?
COc1cc2c(cc1OC)CN(CC(=O)Nc1cccc([N+](=O)[O-])c1)CC2	-19.3%	?	11.1%	-9.6%	32.1%	-0.1%	-4.1%	0.8	-22.7%
Cc1ccc(NC(=O)COC(=O)c2cc(C)nc3ccccc23)c([N+](=O)[O-])c1	-8.7%	0.7%	2.7%	-8.0%	-15.2%[57.1 µM]	11.5%	0.0%	-10.0	13.9%
CN1C(=O)CC(N2CCN(C(=O)CN3CCCC3)CC2)C1=O (centres undefined)	-10.5%	0.0%	-2.4%	0.2%	-25.1%	3.5%	8.8%	-4.4	-6.3%
COc1ccc(-c2nc(CSCC(=O)NCc3ccco3)c(C)o2)cc1	-0.1%	.	-0.8%	-15.6%	-6.2%	-3.4%	7.5%	1.1	-3.7%
Nc1nonc1-n1nnc(C(=O)N/N=C\c2cccc(Cl)c2)c1CN1CCOCC1	2.0%	8.3%	39.6%	-2.2%	-11.5%	13.4%	-15.7%	-0.7	-28.6%
CC1(C(=O)N/N=C/c2c(F)c(F)c(F)c(F)c2F)CC1(Cl)Cl (centres undefined)	-4.6%	-15.0%	.	.	.	7.7%	-5.2%	-5.3	9.0%
CC(NC(=O)/C(C#N)=C1\N=C(NC(=O)c2ccco2)c2ccccc21)c1ccccc1 (centres undefined)	-0.2%	?	-3.7%	-7.5%	0.3%	8.1%	4.7%	-13.6	3.6%
O=C(Cc1ccc(NC2=NC3CS(=O)(=O)CC3S2)cc1)Nc1ccc(F)cc1 (centres undefined)	0.8%	37.9%	21.6%	-7.0%	2.7%	-7.4%	-12.5%	-0.7	20.5%
CN(C)/C=C1\C(=O)Oc2ccccc2C1=O	-9.0%	177.9%[activator]	.	.	.	7.7%	-12.6%	-5.1	8.6%
CC(=O)c1ccc(S(=O)(=O)Nc2ccc(Cl)c(S(=O)(=O)N3CCCC3)c2)cc1	-15.0%	3.5%	9.5%	.	.	-5.4%	?	-2.8	-9.5%
Cc1nc(P(=O)(c2ccccc2)c2ccccc2)c(N2CCOCC2)o1	-19.5%	2.3%	-1.4%	-5.7%	22.8%	6.4%	-0.5%	-5.1	-0.8%
C=CCn1c(CCn2c3ccccc3c3ccccc32)n[nH]c1=S	-9.1%	-17.5%	5.9%	-15.5%	-15.5%	2.6%	-14.9%	-9.4	-15.5%
CCCOc1ccc(N2CC(C(=O)Nc3ccc4c(c3)OCO4)CC2=O)cc1 (centres undefined)	-16.2%	335.8%[activator]	0.3%	-4.8%	40.9%	9.1%	-4.1%	-0.6	-2.7%
NC1=NC[C@H](Cc2ccc(O)cc2)N1CCCCC1CCCCC1	-1.4%	?	-3.6%	-8.0%	-12.3%	-0.5%	-22.9%	-0.4	-4.0%
O=S(=O)(Nc1nc2ccccc2[nH]1)c1ccc(Cl)cc1	-3.7%	-10.8%	5.4%	?	52.0%	-10.7%	-11.2%	-3.2	-5.2%
O=C(O)c1cc2c(cc1NC(=O)c1c(F)cccc1Cl)OCCCO2	-7.0%	-8.9%	30.5%[activator]	-5.5%	28.8%	-7.6%	-0.9%	-13.5	15.6%
COc1ccc(OC)c(S(=O)(=O)N2CCC(C(=O)NC(C)c3ccccc3)CC2)c1 (centres undefined)	-17.3%	0.0%	-0.3%	-17.5%	-11.8%	-0.5%	-1.0%	-18.5	-24.2%[56.9 µM]
CC(=O)c1cccc(N2C(=NC(=O)COc3ccccc3)SC3CS(=O)(=O)CC32)c1 (centres undefined)	-3.4%	-4.7%	72.4%	-14.0%	1.8%	-2.9%	-0.6%	-6.5	-35.9%[56.9 µM]
COc1ccccc1NC(=O)Nc1cc(C(C)(C)C)nn1C	5.8%	0.0%	6.8%	14.4%	15.9%	-6.5%	-13.6%	5.5	2.7%
O=C1CC(c2ccccc2)Sc2ccccc2N1Cc1ccc(F)cc1 (centres undefined)	0.5%	0.0%	.	44.4%[activator]	1.7%	1.5%	-21.5%	3.4	8.4%
CCn1c(SCC(=O)Nc2nccs2)nnc1-c1ccccn1	-5.4%	?	5.0%	-7.1%	7.5%	-2.9%	6.7%	-10.3	15.4%
CCOC(=O)C1=C(CC)Nc2ccccc2N=C1NC(=O)c1ccc(S(=O)(=O)N2CCCC2)cc1	-15.7%	4.4%	-3.5%	-20.4%	-0.5%	15.3%	-14.8%	-1.0	-29.2%
CCc1nnc(NC(=O)c2ccc(S(=O)(=O)N(CC(C)C)CC(C)C)cc2)o1	-18.8%	11.3%	1.5%	-13.7%	-1.1%	-13.7%	-12.5%	-3.6	-3.5%
CCc1cccc(C)c1NC(=O)CSc1nnc(C)o1	0.1%	344.0%[activator]	20.4%	-1.9%	11.0%	-9.5%	-20.4%	-1.3	-14.6%
Cc1sc(NC(=O)c2ccco2)c(CN2CCN(c3ccc(F)cc3)CC2)c1C	5.3%	-24.5%	-0.3%	-0.9%	24.5%	1.6%	-15.0%	-9.3	-4.2%
COc1cc(O)ccc1C(=O)CCc1ccc(O)cc1	-4.5%	-13.4%	-11.2%	?	-20.9%	9.7%	-17.1%	2.7	-11.4%
Cn1cc(-c2cccc(C(F)(F)F)c2)cc(C#N)c1=O	-0.2%	71.0%[activator]	8.8%	3.7%	5.0%	-0.6%	-21.7%	-1.6	-0.1%

Bioassay records deposited in PubChem BioAssay by National Center for Advancing Translational Sciences (NCATS).
